BoNT A protease: blocks Botulinum neurotoxin A light chain protease; inhibition, % at 10 µM; actives 0.17% (n = 360,000); multiplex microsphere protease substrate cleavage, flow cytometry; in the data active = inhibition above about 30%; inconclusive = no clear call, values can overlap the other calls; also: plate controls were buffer without enzyme for full effect and enzyme alone for no effect
PrPC TRFRET: cell surface PrPC inhibition, primary TR-FRET screen; P04156; TR-FRET read-out; inhibition, % at 13.8 µM; actives 0.43% (n = 370,000); AID 720596; in the data active = inhibition above about 24%; also: 0% = median of the test wells and 100% = reference compound wells
CCHF vOTU inh: CCHFV vOTU protease inhibition. Pep-AMC fluorescence. inhibition, % at 11.5 µM. actives 0.55% (n = 370,000); also: 0% = vehicle wells with enzyme and 100% = no enzyme wells
FBA Mtb inh: inhibits M. tuberculosis FBA enzyme; P9WQA3; purified M. tuberculosis FBA, fluorescence read-out; inhibition, % at 1 µM; actives 2.3% (n = 360,000); in the data active = inhibition above about 27%;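 also: 0% = vehicle and 100% = reference inhibitor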
Target sequence (P9WQA3 whole entry, looked up): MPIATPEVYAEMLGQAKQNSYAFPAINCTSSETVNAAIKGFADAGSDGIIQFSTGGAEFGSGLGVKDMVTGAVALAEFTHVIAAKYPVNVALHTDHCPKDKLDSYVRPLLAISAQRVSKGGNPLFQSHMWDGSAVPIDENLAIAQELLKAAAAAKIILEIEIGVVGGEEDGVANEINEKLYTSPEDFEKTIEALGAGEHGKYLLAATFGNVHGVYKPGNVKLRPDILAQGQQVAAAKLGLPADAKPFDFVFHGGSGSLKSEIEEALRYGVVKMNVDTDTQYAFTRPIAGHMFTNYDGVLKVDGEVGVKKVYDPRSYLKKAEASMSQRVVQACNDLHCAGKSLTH
UGM FP inh: blocks M. tuberculosis UGM enzyme. inhibition, % at 10 µM. P9WIQ1. actives 0.06% (n = 320,000). purified UGM, fluorescence polarization probe displacement; in the data active = inhibition above about 10%, passing the limit was not always enough; inconclusive = no clear call, values can overlap the other calls
Target sequence (P9WIQ1 whole entry, looked up): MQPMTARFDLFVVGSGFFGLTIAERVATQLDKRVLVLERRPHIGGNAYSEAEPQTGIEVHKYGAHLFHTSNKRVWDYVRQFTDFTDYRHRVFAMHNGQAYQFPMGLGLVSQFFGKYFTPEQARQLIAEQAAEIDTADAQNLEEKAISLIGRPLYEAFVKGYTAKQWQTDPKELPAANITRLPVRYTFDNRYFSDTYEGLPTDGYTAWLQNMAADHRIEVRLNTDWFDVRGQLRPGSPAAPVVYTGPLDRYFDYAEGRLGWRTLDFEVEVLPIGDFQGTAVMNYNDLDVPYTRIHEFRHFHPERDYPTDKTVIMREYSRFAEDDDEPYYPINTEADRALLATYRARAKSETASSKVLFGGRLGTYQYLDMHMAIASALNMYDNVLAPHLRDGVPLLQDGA
Mtb BioA inh: inhibitors of Mycobacterium tuberculosis BioA enzyme. actives 0.096% (n = 360,000). purified M. tuberculosis BioA enzyme, plate reader. inhibition, % at 9.99 µM; in the data active = inhibition above about 40%; inconclusive = no clear call, values can overlap the other calls
GDH-TPI counter: inhibits GDH-TPI coupling enzymes, artifact for Mtb FBA screen | GDH-TPI coupled enzyme counterscreen, NADH absorbance | inhibition, % at 4.8 µM | actives 1.2% (n = 360,000);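 also: 0% = DMSO wells and 100% = wells lacking the enzyme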
FadD28 binding: inhibitors of Mycobacterium tuberculosis FadD28 bisubstrate binding. FadD28 bisubstrate probe binding, fluorescence polarization. inhibition, % at 12.5 µM. actives 0.22% (n = 360,000). AID 588549; in the data active = inhibition above about 8.5%, passing the limit was not always enough; inconclusive = no clear call, values can overlap the other calls
BoNT-F LC inh: BoNT F light chain protease inhibition | Multiplex microsphere protease cleavage assay, flow cytometry | inhibition, % at 10 µM | actives 0.22% (n = 360,000) | AID 588497; in the data active = inhibition above about 35%, passing the limit was not always enough; inconclusive = no clear call, values can overlap the other calls; also: plate controls were buffer without enzyme for full effect and enzyme alone for no effect
Active calls of the source: *. Rule as the data show it, unless noted: active = inhibition above about 30%; inactive = the rest.

NC(=O)C1(NC(=O)[C@@H]2CC3(CC(c4cccc(NC(=O)[C@@H]5CCC(=O)N5)c4)=NO3)CN2C(=O)Cc2ccc(Cl)cc2)CC1 (stereo partly drawn) was read as BoNT A protease -0.3, PrPC TRFRET 0, CCHF vOTU inh -9, FBA Mtb inh 1, UGM FP inh -2.0, Mtb BioA inh 0.3, GDH-TPI counter 1, FadD28 binding -1.2 and BoNT-F LC inh -3.
Cc1ccccc1NC(=O)c1sc(Cl)nc1C was read as BoNT A protease -0.1, PrPC TRFRET -4, CCHF vOTU inh 5, FBA Mtb inh -5, UGM FP inh 1.1, GDH-TPI counter 2, FadD28 binding -0.2 and BoNT-F LC inh -6.
`CC(=O)Nc1ccc(N=Cc2ccc(OCc3ccccc3)cc2)cc1` gave BoNT A protease 0.6, PrPC TRFRET 3, CCHF vOTU inh 22, FBA Mtb inh -4, UGM FP inh 3.4, GDH-TPI counter -1, FadD28 binding -0.6 and BoNT-F LC inh 0.
For O=C(CSc1nccn1Cc1ccccc1)Nc1ccccc1 the results were BoNT A protease 0.8, PrPC TRFRET 12, CCHF vOTU inh -2, FBA Mtb inh 1, UGM FP inh 4.9, Mtb BioA inh -0.6, GDH-TPI counter 1, FadD28 binding -1.1 and BoNT-F LC inh -2.
Screening N#C/C(=C\c1ccc(O)c(O)c1)C(=O)N1CCCC1 returned BoNT A protease 0.4, PrPC TRFRET 6, CCHF vOTU inh 3, FBA Mtb inh -9, UGM FP inh -5.0, GDH-TPI counter 7, FadD28 binding -3.7 and BoNT-F LC inh -3.
For COCC(=O)Nc1ccccc1Br the results were BoNT A protease -0.8, PrPC TRFRET -5, CCHF vOTU inh -13, FBA Mtb inh 2, UGM FP inh 3.4, GDH-TPI counter 8, FadD28 binding 0.5 and BoNT-F LC inh -2.
For CC(C)C[C@@H](CNCC(=O)[C@H](CC(C)C)NC(=O)c1[nH]cnc1C(=O)N[C@@H](C)CN)NC(=O)c1nc[nH]c1C(=O)N[C@@H](CC(=O)O)C(=O)O the results were BoNT A protease -0.2, PrPC TRFRET -5, CCHF vOTU inh 0, FBA Mtb inh 2, Mtb BioA inh -0.5, GDH-TPI counter 5, FadD28 binding -0.5 and BoNT-F LC inh 0.
`CC(C)(C)NC(=O)NC(=O)COC(=O)c1cccc(NS(=O)(=O)c2ccc(F)c(F)c2)c1` gave BoNT A protease -1.0, PrPC TRFRET 1, CCHF vOTU inh 13, FBA Mtb inh 2, UGM FP inh 2.0, GDH-TPI counter 5, FadD28 binding -0.7 and BoNT-F LC inh -9.
`CC(=O)Nc1cccc(NC(=O)CSc2nc(=O)n(CCN3CCOCC3)c3c2CCCC3)c1` gave BoNT A protease -0.6, PrPC TRFRET 7, CCHF vOTU inh 7, FBA Mtb inh -2, UGM FP inh 1.9, Mtb BioA inh 1.8, GDH-TPI counter 3, FadD28 binding -2.6 and BoNT-F LC inh 11.
COC(=O)c1ccc(COc2ccc3c4c(c(=O)oc3c2)CCC4)o1 was read as BoNT A protease -0.7, PrPC TRFRET 3, CCHF vOTU inh -4, FBA Mtb inh 6, UGM FP inh -0.6, Mtb BioA inh 0.6, GDH-TPI counter -1, FadD28 binding -4.2 and BoNT-F LC inh -2.
For O=C(c1ccco1)N1CCN(c2ncnc3scc(-c4ccccc4)c23)CC1 the results were BoNT A protease -0.9, PrPC TRFRET -7, CCHF vOTU inh 5, FBA Mtb inh 1, UGM FP inh -1.4, Mtb BioA inh 8.7, GDH-TPI counter -4, FadD28 binding -2.3 and BoNT-F LC inh -16.
`Cc1csc(=O)n1CC(=O)OCC(=O)Nc1ccc(C(N)=O)cc1` gave BoNT A protease -5.6, PrPC TRFRET 8, CCHF vOTU inh 3, FBA Mtb inh 2, UGM FP inh -0.2, Mtb BioA inh 0.6, GDH-TPI counter 2, FadD28 binding -1.0 and BoNT-F LC inh -19.

Next part, starting with the last 2 of the part before.
For O=C(c1ccco1)N1CCN(c2ncnc3scc(-c4ccccc4)c23)CC1 the results were BoNT A protease -0.9, PrPC TRFRET -7, CCHF vOTU inh 5, FBA Mtb inh 1, UGM FP inh -1.4, Mtb BioA inh 8.7, GDH-TPI counter -4, FadD28 binding -2.3 and BoNT-F LC inh -16.
`Cc1csc(=O)n1CC(=O)OCC(=O)Nc1ccc(C(N)=O)cc1` gave BoNT A protease -5.6, PrPC TRFRET 8, CCHF vOTU inh 3, FBA Mtb inh 2, UGM FP inh -0.2, Mtb BioA inh 0.6, GDH-TPI counter 2, FadD28 binding -1.0 and BoNT-F LC inh -19.
`Cc1ccc(OCC(=O)N(Cc2nnc(-c3ccccc3Cl)o2)C2CC2)cc1C` gave BoNT A protease 0.1, PrPC TRFRET -5, CCHF vOTU inh -1, FBA Mtb inh -2, UGM FP inh -2.4, Mtb BioA inh 0.4, GDH-TPI counter -5, FadD28 binding -3.2 and BoNT-F LC inh -7.
For Cc1cc(C(=O)NCCN2C(=O)S/C(=C\c3cccs3)C2=O)ccc1[N+](=O)[O-] the results were BoNT A protease 1.0, PrPC TRFRET 4, CCHF vOTU inh 8, FBA Mtb inh -3, UGM FP inh -3.1, GDH-TPI counter 23, FadD28 binding -1.7 and BoNT-F LC inh 4.
`Cc1cccc(C(=O)NCC(=O)NC2CCN(Cc3ccccc3)CC2)c1` gave BoNT A protease 2.1, PrPC TRFRET -2, CCHF vOTU inh 7, FBA Mtb inh 4, UGM FP inh -2.3, Mtb BioA inh -3.5, GDH-TPI counter 3, FadD28 binding -1.1 and BoNT-F LC inh 1.
`COC(=O)c1[nH]c2ccc(C)cc2c1NC(=O)CCN1CCN(Cc2ccc3c(c2)OCO3)CC1` gave BoNT A protease 0.1, PrPC TRFRET -11, CCHF vOTU inh -10, FBA Mtb inh 18, UGM FP inh -0.8, Mtb BioA inh 0.2, GDH-TPI counter 14, FadD28 binding -0.5 and BoNT-F LC inh 0.
Screening Oc1ccc(-c2nc3ccccc3s2)c(O)c1 returned BoNT A protease -1.8, PrPC TRFRET 9, CCHF vOTU inh -35, FBA Mtb inh 37*, UGM FP inh 0.6, GDH-TPI counter 25, FadD28 binding -2.0 and BoNT-F LC inh 7.
CS(=O)(=O)Nc1ccc(C(=O)NCc2ccc3c(c2)OCO3)cc1 was read as BoNT A protease -0.8, PrPC TRFRET -2, CCHF vOTU inh -18, FBA Mtb inh 5, UGM FP inh 0.3, Mtb BioA inh 1.9, GDH-TPI counter 4, FadD28 binding 0.5 and BoNT-F LC inh -10.
For O=C(c1ccccc1)n1nnc2ccccc21 the results were BoNT A protease -0.7, PrPC TRFRET -3, CCHF vOTU inh 4, FBA Mtb inh 5, UGM FP inh 2.5, Mtb BioA inh -1.6, GDH-TPI counter 5, FadD28 binding 0.1 and BoNT-F LC inh -3.
`O=C1CCCC/C1=C\Nc1ccccc1C(=O)O` gave BoNT A protease 6.1, PrPC TRFRET -6, CCHF vOTU inh -1, FBA Mtb inh 21, UGM FP inh -1.8, Mtb BioA inh -0.7, GDH-TPI counter 5, FadD28 binding -0.3 and BoNT-F LC inh 10.
CN(C)CCCN(C(=O)c1ccc(S(=O)(=O)N2CCc3ccccc32)cc1)c1nc2c(Cl)cccc2s1 was read as BoNT A protease 0.8, PrPC TRFRET -9, CCHF vOTU inh 4, FBA Mtb inh 1, UGM FP inh -1.2, Mtb BioA inh -0.2, GDH-TPI counter 6, FadD28 binding -2.3 and BoNT-F LC inh -4.
For Cc1cccc(C(=O)N2CCC[C@H]2C(=O)N2CCC[C@H]2C(=O)NCc2ccncc2)c1 the results were BoNT A protease -1.3, PrPC TRFRET 2, CCHF vOTU inh -3 and BoNT-F LC inh -9.
Screening CC(=O)c1ccc(N2CCN(C(=O)CN(C)S(=O)(=O)c3cnc[nH]3)CC2)cc1 returned BoNT A protease -0.3, PrPC TRFRET 4, CCHF vOTU inh 17, FBA Mtb inh 1, UGM FP inh -1.0, GDH-TPI counter 12, FadD28 binding -0.5 and BoNT-F LC inh 0.
`O=C(NCc1ccccc1)C1=C[C@H](c2ccc(Br)cc2)C[C@H](OCc2ccc(CO)cc2)O1` gave BoNT A protease -0.3, PrPC TRFRET 12, CCHF vOTU inh -4, FBA Mtb inh 7, UGM FP inh 0.7, Mtb BioA inh -2.5, GDH-TPI counter 10, FadD28 binding -2.6 and BoNT-F LC inh -9.
O=C(OCCNc1ccc(C(F)(F)F)cc1[N+](=O)[O-])c1cc2ccccc2oc1=O was read as BoNT A protease -0.5, PrPC TRFRET 5, CCHF vOTU inh -9, FBA Mtb inh 2, UGM FP inh 2.8, GDH-TPI counter 2, FadD28 binding -3.3 and BoNT-F LC inh -1.
`COc1ccccc1Nc1nc(-c2cccs2)cs1` gave BoNT A protease 2.8, PrPC TRFRET 6, CCHF vOTU inh -7, FBA Mtb inh 2, UGM FP inh 1.9, Mtb BioA inh 2.9, GDH-TPI counter 9, FadD28 binding -2.1 and BoNT-F LC inh -10.
For Cc1sc(-n2cccc2)c(C(=O)O)c1C the results were BoNT A protease 0.7, PrPC TRFRET 3, CCHF vOTU inh -46, FBA Mtb inh 2, UGM FP inh 1.9, Mtb BioA inh -0.6, GDH-TPI counter 3, FadD28 binding 2.6 and BoNT-F LC inh -1.
For COCCSc1nnc(NC(=O)C2CC(=O)N(c3ccccc3)C2)s1 (stereo not drawn) the results were BoNT A protease -0.2, PrPC TRFRET -1, CCHF vOTU inh -2, FBA Mtb inh -2, UGM FP inh 2.5, GDH-TPI counter 0, FadD28 binding 0.8 and BoNT-F LC inh -1.
Cc1sc(NC(=O)CN2CCCC2)nc1-c1ccc2c(c1)CCN2C(=O)c1ccc(F)cc1 was read as BoNT A protease -1.9, PrPC TRFRET -3, CCHF vOTU inh 10, FBA Mtb inh -5, UGM FP inh -0.2, Mtb BioA inh 3.4, GDH-TPI counter 2, FadD28 binding -4.9 and BoNT-F LC inh -10.
For CCn1c(=O)cc(SCC(=O)NCc2cccnc2)c2ccccc21 the results were BoNT A protease -0.4, PrPC TRFRET -10, CCHF vOTU inh -11, FBA Mtb inh 1, UGM FP inh 0.2, Mtb BioA inh -0.9, GDH-TPI counter 6, FadD28 binding -1.8 and BoNT-F LC inh -2.
Screening Cc1cccc(-c2nc(CS(=O)CC(=O)NCCCSC3CCCCC3)c(C)o2)c1 (stereo not drawn) returned BoNT A protease inconclusive, PrPC TRFRET 2, CCHF vOTU inh 21, FBA Mtb inh -4, UGM FP inh -1.3, Mtb BioA inh 1.6, GDH-TPI counter -5, FadD28 binding -3.7 and BoNT-F LC inh -2.
Screening CCCCN(C=O)c1c(CC)nc2ccc(C(=O)NCCc3ccccn3)cn12 returned BoNT A protease -0.1, PrPC TRFRET 2, CCHF vOTU inh 4, FBA Mtb inh 1, Mtb BioA inh 0.1, GDH-TPI counter 5, FadD28 binding -2.9 and BoNT-F LC inh 2.
Cc1ccc(CNC(=O)C2CCCN(c3nc(C)cc(C)n3)C2)cc1 (stereo not drawn) was read as BoNT A protease 0.1, PrPC TRFRET 1, CCHF vOTU inh -2, FBA Mtb inh 4, UGM FP inh -0.3, GDH-TPI counter -3, FadD28 binding -2.7 and BoNT-F LC inh 0.
Screening COCCCn1c(SCC(=O)Nc2ccc(C(=O)OC)cc2)nc2ccccc2c1=O returned BoNT A protease 0.3, PrPC TRFRET -9, CCHF vOTU inh 1, FBA Mtb inh -1, UGM FP inh 1.4, Mtb BioA inh -1.0, GDH-TPI counter 9, FadD28 binding -2.7 and BoNT-F LC inh -3.
`COc1ccc(C(C)(NC(C)=O)c2nc(-c3cccc4cccnc34)cs2)cc1` (stereo not drawn) gave BoNT A protease 0.1, PrPC TRFRET -11, CCHF vOTU inh -3, FBA Mtb inh 7, Mtb BioA inh -3.0, GDH-TPI counter 17, FadD28 binding -0.9 and BoNT-F LC inh -7.
O=C(c1ccc(Cl)c([N+](=O)[O-])c1)N(Cc1ccc(Cl)cc1)C1CCS(=O)(=O)C1 (stereo not drawn) was read as BoNT A protease -0.4, PrPC TRFRET -11, CCHF vOTU inh -14, FBA Mtb inh -2, UGM FP inh 6.6, GDH-TPI counter -6, FadD28 binding -3.6 and BoNT-F LC inh -1.
For COc1ccc(C(=O)NC(=O)N2CCCCC2)cc1 the results were BoNT A protease -0.4, PrPC TRFRET 2, CCHF vOTU inh 11, FBA Mtb inh 3, UGM FP inh 3.2, Mtb BioA inh 0.6, GDH-TPI counter 5, FadD28 binding 1.1 and BoNT-F LC inh -6.

Source: PubChem BioAssay
